Assay outcomes (PubChem BioAssay)
NCOA3 inh = inhibitors of human steroid receptor coactivator 3 (SRC3); Q9Y6Q9; HEK293 GAL4-SRC3 luciferase reporter, luminescence; inhibition, % at 3.6 µM; actives 0.17% (n = 360,000); AID 588352;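 active means inhibition above a per-campaign cutoff, the mean of all compounds plus 3 SD, cut at about 60% in these data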;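 further: 0% = DMSO-treated cells and 100% = gossypol-treated cells at 36 µM; higher means less SRC3-driven luciferase light from the GAL4 reporter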
EBV LMP1 NFkB = reduces LMP1-driven NF-kappaB luciferase signal; actives 0.69% (n = 350,000); LMP1-induced NF-kappaB luciferase reporter cells, luminescence; inhibition, % at 12.5 µM; in the data active means inhibition above about 41%; inconclusive means no clear call, values can overlap the other calls;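 further: 0% = neutral control wells and 100% = reference inhibitor control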
Vif inh = inhibitors of HIV Vif; inhibition, % at 7.49 µM; AID 602346; HEK293T cells, Vif self-association by quenched fluorescence, imaging, 24 h; actives 0.35% (n = 340,000); in the data active means inhibition above about 50%, passing the limit was not always enough; inconclusive means no clear call, values can overlap the other calls; inactive means below about 31%; further: some results filed as inactive read as strong as hits
COUP-TFII inh = inhibitors of human COUP-TFII (NR2F2). HEK293T NGFI-A luciferase reporter, luminescence. inhibition, % at 8.6 µM. actives 0.7% (n = 370,000);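 active means inhibition above a per-plate cutoff, mean inhibition of test wells between control levels plus 3 SD, cut at about 38% in these data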;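 further: cells cotransfected with COUP-TFII expression vector driving the NGFI-A reporter; 0% = median of COUP-TF2 test wells and 100% = reporter-only cells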
SRC1 inh = inhibitors of human steroid receptor coactivator 1 (SRC1); Q15788; HEK293 GAL4-SRC1 luciferase reporter, luminescence; inhibition, % at 3.6 µM; actives 0.12% (n = 360,000); AID 588354;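 active means inhibition above the campaign mean plus 3 SD, with each screening campaign given its own cutoff, cut at about 60% in these data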;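 further: 0% = DMSO treated cells and 100% = gossypol at 36 µM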
SRC2 inh = human SRC2 (NCOA2) inhibition. HEK293 GAL4-SRC2 luciferase reporter, luminescence. inhibition, % at 9 µM. actives 0.17% (n = 370,000);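 active means inhibition above the mean inhibition of all tested compounds plus 3 SD, set per campaign, cut at about 52% in these data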;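 further: 0% = DMSO treated cells and 100% = cells given Gossypol at 36 µM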
Target sequence (Q15596 whole entry, looked up, the tested form may be a part): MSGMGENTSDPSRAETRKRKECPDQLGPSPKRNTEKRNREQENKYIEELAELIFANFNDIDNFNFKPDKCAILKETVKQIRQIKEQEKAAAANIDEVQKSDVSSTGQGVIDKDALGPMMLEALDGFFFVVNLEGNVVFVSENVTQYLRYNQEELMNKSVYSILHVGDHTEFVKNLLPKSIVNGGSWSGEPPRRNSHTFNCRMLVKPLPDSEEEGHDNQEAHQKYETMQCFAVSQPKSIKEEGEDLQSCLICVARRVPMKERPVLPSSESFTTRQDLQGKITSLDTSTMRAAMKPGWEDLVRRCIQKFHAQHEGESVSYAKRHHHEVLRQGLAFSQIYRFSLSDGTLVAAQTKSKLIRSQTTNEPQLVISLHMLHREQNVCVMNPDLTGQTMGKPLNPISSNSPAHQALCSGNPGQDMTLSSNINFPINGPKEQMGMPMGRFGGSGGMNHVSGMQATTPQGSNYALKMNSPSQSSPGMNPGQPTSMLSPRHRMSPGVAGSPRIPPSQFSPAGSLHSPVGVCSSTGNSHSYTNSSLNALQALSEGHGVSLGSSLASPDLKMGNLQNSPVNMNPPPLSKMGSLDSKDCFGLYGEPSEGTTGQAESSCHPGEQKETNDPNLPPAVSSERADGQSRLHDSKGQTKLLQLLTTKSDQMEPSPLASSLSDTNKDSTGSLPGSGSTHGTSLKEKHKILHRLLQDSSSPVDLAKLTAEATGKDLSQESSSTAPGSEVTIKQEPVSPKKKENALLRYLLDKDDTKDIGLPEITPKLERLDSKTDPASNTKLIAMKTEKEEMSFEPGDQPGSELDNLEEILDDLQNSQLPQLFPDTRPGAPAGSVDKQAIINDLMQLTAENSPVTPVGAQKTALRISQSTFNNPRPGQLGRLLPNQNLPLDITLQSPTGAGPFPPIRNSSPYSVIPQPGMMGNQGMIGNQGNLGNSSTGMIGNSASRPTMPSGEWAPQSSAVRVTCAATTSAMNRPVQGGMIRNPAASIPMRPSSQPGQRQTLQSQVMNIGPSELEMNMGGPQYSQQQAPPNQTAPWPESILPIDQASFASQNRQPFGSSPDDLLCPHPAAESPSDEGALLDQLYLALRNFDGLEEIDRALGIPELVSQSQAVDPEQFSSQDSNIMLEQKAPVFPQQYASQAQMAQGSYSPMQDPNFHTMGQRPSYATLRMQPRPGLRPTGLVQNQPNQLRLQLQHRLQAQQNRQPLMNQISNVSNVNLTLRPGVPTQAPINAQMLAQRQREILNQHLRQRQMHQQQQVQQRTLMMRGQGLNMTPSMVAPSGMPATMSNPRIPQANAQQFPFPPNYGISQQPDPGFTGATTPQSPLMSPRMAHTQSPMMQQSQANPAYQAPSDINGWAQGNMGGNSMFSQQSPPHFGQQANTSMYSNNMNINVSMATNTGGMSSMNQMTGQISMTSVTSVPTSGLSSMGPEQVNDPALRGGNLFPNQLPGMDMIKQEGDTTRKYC
TRAIL sens C8 = sensitizes caspase-8 expressing cells to TRAIL. NB7+C8 cells + TRAIL, ATPlite viability luminescence. inhibition (viability loss, TRAIL sensitization), % at 10 µM. actives 1% (n = 360,000);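 active means compounds causing at least 50% loss of cell viability in the single-dose screen, relative to plate controls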
NR5A2 inv ag = inverse agonists of human LRH-1 (NR5A2). O00482. HEK293T StAR-luciferase reporter, LRH-1 transfected, 24 h. inhibition, % at 3.6 µM. actives 0.13% (n = 360,000). AID 602396;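 active means inhibition above the mean inhibition of all tested compounds plus 3 SD, cut at about 73% in these data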;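 further: 0% = DMSO wells and 100% = reporter-only cells lacking LRH-1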
TROY NFkB inh = inhibitors of TROY-dependent NF-kB signaling | Q293 LMP1-TROYcd NF-kB luciferase reporter, 4 h | AID 1347056 | inhibition, % at 10 µM | actives 0.98% (n = 360,000);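 active means compounds whose plate-normalised and pattern-corrected inhibition of the luciferase reporter signal at the single screening dose is 50% or more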
NOD2-RIPK2 inh = inhibitors of human NOD2-RIPK2 interaction; O43353; CHO BLA complementation NOD2-RIPK2, CCF4 ratio; inhibition, % at 4.98 µM; actives 0.38% (n = 360,000); AID 624267; in the data active means inhibition above about 21%;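 further: 0% = vehicle only and 100% = reference blocker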
TLR9-MyD88 block = inhibitors of human TLR9-MyD88 binding; AID 504734; CHO BLA complementation TLR9-MyD88, CCF4 FRET ratio; inhibition, % at 4.98 µM; actives 0.21% (n = 340,000);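 active means inhibition above the mean over all tested compounds plus 3 SD, cut at about 21% in these data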;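 further: 0% = DMSO only wells and 100% = clavulanate BLA inhibitor control wells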
An asterisk follows results filed as active; ? = inconclusive; · = no result given.

Molecule	NCOA3 inh	EBV LMP1 NFkB	Vif inh	COUP-TFII inh	SRC1 inh	SRC2 inh	TRAIL sens C8	NR5A2 inv ag	TROY NFkB inh	NOD2-RIPK2 inh	TLR9-MyD88 block
CCc1ccccc1N1C(=O)C(Cl)=C(N2CCOCC2)C1=O	-10	9	-1	-14	-7	14	-12	5	1	9	0
CC1(C)CC(=O)C=C(Nc2ccccc2C#N)C1	-8	-1	22	9	-12	-6	-5	-14	6	7	-2
CCC(C)[C@H](NC(=O)N1CCn2c1nc1ccccc12)C(=O)NCCc1ccc(OC)c(OC)c1 (stereo partly drawn)	-2	2	-7	-4	9	-5	-2	10	3	6	-11
N#CCSc1nnc(C2CCCCC2)n1-c1ccccc1	-27	14	-4	12	-19	14	12	13	5	-4	4
O=c1cc(CO)occ1OCc1cccc(F)c1	5	4	2	-11	-35	4	16	3	-11	1	-1
O=C1CSC(=S)N1N=Cc1ccc(Cl)s1	-3	-4	1	2	-14	-15	-20	-2	-18	-6	-11
C[C@H](CO)N1C[C@H](C)[C@@H](CN(C)Cc2ccc(-c3ccccc3)cc2)Oc2c(NC(=O)c3ccncc3)cccc2C1=O	2	30	-10	11	1	26	0	-2	9	-3	1
N#Cc1nc(-c2ccco2)oc1N1CCC(Cc2ccccc2)CC1	-20	-10	-3	-6	-44	-21	5	20	-2	1	-4
O=C(Nc1ccccc1N1CCCC1)C1CCN(C(=O)c2ccc(Cl)cc2)CC1	18	-6	1	0	-7	5	-18	6	1	-26	4
Cc1ccc(CNc2ccc(N3CCOCC3)c(C(=O)O)c2)s1	-21	2	-6	-6	7	-13	4	-10	-25	-3	-4
COCCNC(=O)c1onc(CSc2cccc(OC)c2)c1C(=O)O	5	-2	0	-5	3	-34	-6	-2	5	-6	1
COc1ccccc1CNC(=O)COC(=O)C1CCN(c2ccc(C(F)(F)F)cn2)CC1	4	-5	-4	20	-4	0	-2	-20	9	2	-4
C/C(=N\NC(=O)c1ccncc1)c1cccs1	-22	-1	-5	-22	-31	-20	15	17	-4	1	-7
O=C(c1ccccc1)c1cc2c(cc1[N+](=O)[O-])OCCO2	-16	-4	8	-16	-18	5	-3	-22	-19	-9	-2
Cc1nn(C)c(C)c1S(=O)(=O)N1CCC(C(=O)NC2CCCCC2)CC1	-2	-4	3	-19	9	-11	12	-8	-7	0	-1
O=C(CSc1nnc(-c2ccccc2)c2ccccc12)NCC1CCCO1 (stereo not drawn)	8	9	-2	·	12	·	7	-2	4	-7	-10
Cc1noc(C)c1NC(=O)Nc1ccc2c(c1)C(=O)N([C@H](C)CO)C[C@H](C)[C@@H](CN(C)S(=O)(=O)c1cccs1)O2	14	-5	·	-2	5	-16	-1	16	-5	-3	6
COC(=O)c1ccccc1OC(=O)c1cccnc1	11	-2	·	-6	-31	-18	6	5	5	2	4
CCOc1ccccc1NS(=O)(=O)c1cc2c3c(c1)CC(=O)N3CCC2	-5	4	26	9	-6	3	1	10	6	-7	11
CCOC(=O)Cc1csc(NC(NC(=O)CC)(C(F)(F)F)C(F)(F)F)n1	16	-8	0	19	-5	-9	-12	7	9	2	-2
Cn1cc(S(=O)(=O)N2CCN(c3ccc(F)cc3)CC2)c(=O)n(C)c1=O	-2	8	-5	-20	8	-3	-3	11	3	1	-2
CC(=O)c1c(-c2ccccc2)c2ccccc2[nH]c1=O	-3	-7	-11	-6	-12	-8	2	3	7	-10	19
CSCCC1Nc2ccc(S(=O)(=O)N3CCOCC3)cc2NC1=O (stereo not drawn)	7	2	-5	4	13	-17	12	-21	6	4	-10
O=C(CN1C(=O)/C(=C/c2ccccc2F)Sc2ccccc21)NCCCN1CCOCC1	-8	-22	1	3	-5	-32	-11	15	-17	2	4
Cc1ccccc1NS(=O)(=O)c1cc(C(=O)NCc2ccco2)ccc1C	-9	1	3	20	14	-23	-3	-20	6	-9	2
COc1ccc(Nc2ccc([N+](=O)[O-])cc2[N+](=O)[O-])cc1	-11	-5	14	-16	-9	-21	-3	7	-7	-1	-2
NC(=O)C1CCN(C(=O)COc2ccc3ccccc3c2Br)CC1	15	7	-33	-5	-10	5	-2	4	-5	9	2
CCOC(OCC)c1cc2ccccc2cn1	-9	-15	-2	6	-20	-20	-8	-24	0	-1	6
Cc1cccc(N2CCN(c3ccc(NC(=O)/C=C\C(=O)O)cc3)CC2)c1	2	-1	0	10	-13	4	3	2	-7	1	-4
CC(=O)c1ccc(Oc2nc(-c3cccnc3)nc3ccccc23)cc1	9	-3	3	-1	3	8	-2	9	-16	-6	-20
Cc1ccc(N2C(=O)N3[C@H](c4ccc(F)cc4)[C@@H]4C(=O)N(C5CCCCC5)C(=O)[C@@H]4[C@]3(Cc3ccccc3)C2=O)cc1	-24	-6	-3	10	-4	-27	-3	-5	1	6	-2
CNC(=O)CN(C1CCCCC1)S(=O)(=O)c1ccc(F)cc1	10	-4	15	-5	-5	22	-1	-2	-1	0	0
COc1ccccc1NCc1nnc(-c2ccccc2)o1	-32	-7	-4	6	-22	2	2	-13	-12	-13	5
CC(C)C(=O)Nc1ccc(C(=O)Nc2nnc(C(C)C)s2)cc1	-39	-21	?	-13	-37	-41	-1	-52	-38	-3	-4
O=C(Nc1ccccc1N1CCCC1)c1ccc(F)c(S(=O)(=O)N2CCOCC2)c1	-5	2	-7	8	-4	7	0	10	-7	-4	0
CC(=O)N1CCN(S(=O)(=O)c2ccccc2)C1c1ccccc1 (stereo not drawn)	-1	5	10	8	-18	16	-1	10	-8	-10	-1
Cc1nc(NS(=O)(=O)c2ccccc2)sc1NC(=O)Nc1ccccc1	6	-6	4	-8	-37	-5	-5	-6	25	2	-1
COc1cc2c(cc1OC)CC(=O)NC=C2	12	4	-10	2	3	11	3	21	12	-2	0
COc1cc(CN2CCC(C(=O)N3CCCC(C)C3)CC2)cc(OC)c1O (stereo not drawn)	23	1	-1	-15	-1	0	0	-6	3	-5	-14
COc1ccc(-c2ncc(CN3CCC(CO)(Cc4cccc(OC)c4)CC3)cn2)cc1	-13	9	-17	28	-10	-30	8	0	21	-3	10
CCNC(=O)C1(C)CCCN1Cc1cccc(C(F)(F)F)c1 (stereo not drawn)	2	·	-4	-11	0	-5	-3	-2	-15	8	·
COc1ccc(-c2noc(CCC(=O)NCCCN3CCN(c4ccc(F)cc4)CC3)n2)cc1	11	7	-18	11	-9	25	8	1	0	-1	-2
COc1cccc(NC(=O)C2(C)CCN2Cc2ccc(-c3ccccc3)o2)c1 (stereo not drawn)	-2	·	-8	-2	-1	-21	-9	22	33	-5	·
COC(=O)CSc1nc2c(c(-c3ccc(C)o3)c1C#N)CCCC2	13	-4	-2	7	9	0	-7	-5	-4	-1	5
COc1ccc(CCNC(=O)c2ccc3ccccc3n2)cc1OC	0	18	-4	6	5	7	6	-9	-8	3	1
O=C(C[n+]1ccccc1)c1ccc(Cl)cc1	-12	-5	1	12	-13	5	10	7	5	-2	-1
Cc1nc(CC(C)C)cc(C(=O)N2CCCC(CNS(=O)(=O)c3cccs3)C2)n1 (stereo not drawn)	-4	7	·	-15	4	8	-9	-3	-28	-5	2
CCCCCCN1C=CC(=C/C=C(\C#N)C(=O)OCC)C=C1	3	3	8	-3	-8	-28	-4	-18	-4	-3	-2
COc1ccc(CNC(=O)CN(Cc2ccccc2Cl)C(=O)c2csnn2)cc1	6	-1	13	5	8	-2	-1	-17	-3	-10	-6
CCN(CC)S(=O)(=O)c1ccc(NC(=O)CN(c2cccc(C)c2)S(C)(=O)=O)cc1	8	0	-11	6	-16	10	4	8	-7	-6	4
Cc1nn(CC(=O)NCCCN2CCN(Cc3ccccc3)CC2)c(=O)c2cc(-c3ccccc3)nn12	22	-9	-8	1	-14	16	-3	-4	11	-2	-1
COc1ccccc1N1CCN(/N=C/c2cc(OC)c(O)c(OC)c2)CC1	-17	4	18	-2	-6	-27	-4	-11	5	3	3
O=C(CNC(=O)c1ccc(Br)o1)Nc1ccncc1	6	-2	-1	11	-27	7	-5	5	-10	-3	5
COc1cccc(CNC(=O)N[C@@H](C)C(=O)O)c1	7	-10	-4	21	0	21	-29	-7	-28	-14	1
COc1ccc(N(C(=O)COc2ccc(C)cc2)S(=O)(=O)c2ccc(C)cc2)cc1	-20	5	2	-8	-4	15	11	2	16	-1	-9
COc1ccccc1NC(=O)CSc1nnc(CNC(=O)COc2ccc(Cl)cc2)o1	4	6	-2	2	0	-29	1	-6	-5	-2	0
O=C(NC(Cc1c[nH]c2ccccc12)C(=O)N/N=C/c1cccc2ccccc12)c1cccs1 (stereo not drawn)	-12	-3	1	8	2	-1	-2	10	16	-9	-3

Not all compounds are listed (hit frequency here may not be typical).
